Bioassay records as filed in PubChem.
TRPC6 inh = inhibitors of mouse TRPC6 channel; Q61143; HEK293-TRPC6, membrane potential dye, ACh-evoked depolarization; stronger effect = lower value; B-score at 10 µM; 1.1% of 310,000 active; AID 2553;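 active means B-score under library mean minus 3 SD, initial fluorescence not abnormally high, positive integrated signal ratio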;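 further: B-score derived from integrated fluorescence ratio over the kinetic read; more negative B-score means stronger inhibition of depolarization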
Target sequence (Q61143 whole entry, looked up): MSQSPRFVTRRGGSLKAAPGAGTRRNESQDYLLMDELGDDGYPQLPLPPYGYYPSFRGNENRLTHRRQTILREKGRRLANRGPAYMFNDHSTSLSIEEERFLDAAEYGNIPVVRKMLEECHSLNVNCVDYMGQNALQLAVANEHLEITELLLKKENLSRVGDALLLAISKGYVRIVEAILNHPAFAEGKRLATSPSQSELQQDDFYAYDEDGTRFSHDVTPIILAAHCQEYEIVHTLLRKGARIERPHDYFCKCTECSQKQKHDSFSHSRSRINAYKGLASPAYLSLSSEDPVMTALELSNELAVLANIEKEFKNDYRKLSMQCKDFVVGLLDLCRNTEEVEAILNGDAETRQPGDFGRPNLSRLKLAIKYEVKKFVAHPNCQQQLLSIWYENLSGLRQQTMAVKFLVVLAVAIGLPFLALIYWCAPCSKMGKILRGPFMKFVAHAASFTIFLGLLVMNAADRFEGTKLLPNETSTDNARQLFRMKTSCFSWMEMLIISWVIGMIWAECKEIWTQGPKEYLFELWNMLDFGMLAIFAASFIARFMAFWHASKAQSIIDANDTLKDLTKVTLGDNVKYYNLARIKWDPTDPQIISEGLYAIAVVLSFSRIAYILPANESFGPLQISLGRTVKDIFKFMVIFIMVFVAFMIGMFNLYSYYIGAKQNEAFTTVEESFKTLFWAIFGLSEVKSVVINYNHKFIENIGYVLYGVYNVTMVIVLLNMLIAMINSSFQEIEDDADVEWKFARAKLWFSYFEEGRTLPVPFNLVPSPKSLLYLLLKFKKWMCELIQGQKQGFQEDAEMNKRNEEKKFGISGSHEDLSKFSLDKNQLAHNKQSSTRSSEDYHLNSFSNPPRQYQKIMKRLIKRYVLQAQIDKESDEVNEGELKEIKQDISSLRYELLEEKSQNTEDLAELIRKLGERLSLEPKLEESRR
SKKanGAS inh = SKKanGAS growth inhibition; 1.3% of 300,000 active; AID 1662; inhibition, % at 7.5 µM; S. pyogenes SKKanGAS, kanamycin growth, BacTiter-Glo, 6 h;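 active means mean replicate score, as percent of positive control median, at least 50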;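 further: strain carries kanamycin resistance gene driven by streptokinase promoter and grows in 40 µg/ml kanamycin; loss of luminescence reflects streptokinase promoter inhibition or plain growth inhibition; 0% = median of DMSO wells and 100% = positive control at its reference dose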
TRPC4 PAM = TRPC4 (mouse) allosteric potentiation | HEK293 TRPC4beta/mu-opioid, DAMGO EC20, Fluo-4 Ca2+ flux; stronger effect = higher value | B-score at 10 µM | 0.42% of 310,000 active;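 active means B-score of calcium response area above 5 SD of library B-scores, with initial fluorescence ratio within 5 SD of library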;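 further: B-score of integrated fluorescence ratio over time as area under calcium response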
TRPC6 act = mouse TRPC6 channel activation. Q61143. HEK293-TRPC6 membrane potential dye fluorescence; stronger effect = higher value. B-score at 10 µM. 0.13% of 310,000 active;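 active means B-score of the integrated fluorescence ratio above library mean plus 3 SD, and starting fluorescence ratio within library mean plus 5 SD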;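 further: higher score means more depolarization so channel activation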
aSyn UTR inh = MLPCN primary screen, SNCA 5' untranslated region; alpha-synuclein 5'UTR reporter, inhibitor activity; inhibition, % (tested at 7.5 µM); 0.82% of 300,000 active; AID 1813; in the data active means inhibition above about 60%;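 further: H4 neuroglioblastoma cells stably carrying SNCA 5'UTR luciferase fusion; 0% = DMSO wells and 100% = positive control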
TRPC4 inh = blocks the mouse TRPC4 cation channel; Q9QUQ5; HEK293 TRPC4beta/mu-opioid, DAMGO-evoked Fluo4 calcium flux; stronger effect = lower value; B-score at 10 µM; 0.39% of 300,000 active; AID 2247;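 active means B-score over 3 SD under the library average, no early fluorescence shift, positive overall ratio signal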
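Material: HEK293 cells with stable TRPC4beta plus mu-opioid receptor expression; probe or stimulus: DAMGO in two steps, submaximal then maximal; technique: Fluo4 calcium fluorescence by kinetic imaging, 5 s 1 Hz baseline; measure: integrated fluorescence ratio relative to baseline, converted to per-well B score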
IEC-6 tox = IEC-6 cytotoxicity, counter-screen for KLF5 inhibitors; luminescence viability; inhibition, % at 5 µM; 0.78% of 290,000 active; AID 1825; in the data active means inhibition above about 22%;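 further: 0% = plate median of test compound wells and 100% = cytotoxic reference compound wells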
KLF5 inhibitor = kruppel-like factor 5 inhibition | DLD-1 KLF5 promoter-luciferase reporter, luminescence | inhibition, % at 5 µM | 0.23% of 290,000 active;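 active means inhibition above a per-plate limit of that plate's mean compound inhibition plus 3 SD, cut at about 60% in these data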;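 further: 0% = DMSO wells and 100% = LY294002 at 200 µM; higher means less KLF5 promoter-driven luciferase light; inactives centre near -14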
HIF activator = HIF pathway transcriptional activation; U2OS HRE-luciferase reporter, luminescence; normalized: DMSO 0%, desferrioxamine 100%; activation, % at 7.5 µM (by protocol); 0.32% of 300,000 active;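 active means mean activation of at least 10% of the iron chelator positive control signal, with at least half of replicates also reaching 10%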
TRPC4 agonist = TRPC4 (mouse) channel activation; HEK293 TRPC4beta/mu-opioid, Fluo4 calcium fluorescence; stronger effect = higher value; B-score at 10 µM; 0.49% of 310,000 active; AID 2237;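 active means B-score above 5 SD of library B-scores, and initial fluorescence ratio not above library mean plus 5 SD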;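 further: positive B-score marks a calcium rise read as TRPC4 activation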
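Assay system: HEK293 stable line with TRPC4beta plus mu-opioid receptor; schedule: 45 min room-temperature Fluo4 loading, 110 s read; technique: kinetic Fluo4 calcium fluorescence; evaluation: integrated baseline-normalised fluorescence ratio, converted to per-well B score; controls: buffer (low) and maximal DAMGO (high)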
MrgX1 antagonist = blocks BAM8-22 activation of human MrgX1 receptor; MRGX1-HEK293 calcium flux, Fluo-4, BAM8-22 antagonism; stronger effect = lower value; B-score at 10 µM; 1.3% of 310,000 active; Q96LB2; AID 588676;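 active means calcium-response B-score plate-corrected more than 3 library SD below zero, starting fluorescence within 5 deviations, no agonist response on first addition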;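 further: peak minus trough fluorescence over baseline after final BAM8-22 challenge near maximal dose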
* marks the source's active call; other numbers are inactive results; i = inactive; / = not tested or not shown.

Results follow in this order: TRPC6 inh | SKKanGAS inh | TRPC4 PAM | TRPC6 act | aSyn UTR inh | TRPC4 inh | IEC-6 tox | KLF5 inhibitor | HIF activator | TRPC4 agonist | MrgX1 antagonist
COc1ccccc1NS(=O)(=O)c1cc(NC(=O)c2cnccn2)ccc1N1CCOCC1
    i | 3.4 | i | i | -21.8 | i | -2.9 | 17.6 | -0.1 | i | i
C=CCOc1ccc(/C=N\NC(N)=S)cc1
    i | -12.0 | i | i | -58.7 | i | 1.7 | -39.8 | 0.3 | i | i
CCOC(=O)N1C2=NC(C(=O)OC)=C(C(=O)OC)[C@@H]3N(C)c4ccc(OC)cc4[C@]23C[C@H]1C(=O)OC
    i | 0.7 | i | i | -6.7 | i | / | / | -0.4 | i | i
CCn1c(SCC(=O)N/N=C/C=C\c2ccccc2[N+](=O)[O-])nnc1-c1ccccc1
    i | -8.9 | i | i | 19.7 | i | -3.3 | 11.5 | -0.6 | i | i
COc1ccc(S(=O)(=O)CC(O)CN2CCCC2=O)cc1 (stereo unspecified)
    i | 2.3 | i | i | 2.8 | i | -6.5 | -16.8 | 0.2 | i | i
COc1ccc(Cl)cc1-n1c(N)c(C(N)=O)sc1=S
    i | 2.9 | i | i | 6.7 | i | -3.9 | -61.7 | -0.2 | i | i
CC1(C(=O)O)CCC(C(=O)Nc2ccccc2O)C1(C)C (stereo unspecified)
    i | 3.8 | i | i | -9.8 | i | 1.3 | 21.0 | -0.7 | i | i
COc1ccc(CCNC(=O)CCNS(=O)(=O)c2cccc3nonc23)cc1OC
    i | -19.1 | i | i | -5.2 | i | 5.2 | -1.8 | -0.2 | i | i
Cc1ccc(NC(=O)Cn2nc([N+](=O)[O-])c(Br)c2C)cc1C
    i | -9.1 | i | i | 13.0 | i | -7.1 | -29.8 | -0.4 | i | i
Cc1nnc(NC(=O)CCNC(=O)c2ccccc2Cl)s1
    i | -4.0 | i | i | -12.7 | i | -0.3 | -25.2 | 0.5 | i | i
O=C(CN1C2CCC1CC(NC(=O)NC1CCCCC1)C2)NC1CC1 (stereo unspecified)
    i | 5.9 | i | i | 12.6 | i | 4.7 | -15.4 | 0.4 | i | -5.54*
CCCCN(CCCC)S(=O)(=O)c1ccc(SCC(=O)OCC)c([N+](=O)[O-])c1
    i | 15.7 | i | i | -14.5 | i | -2.3 | -39.0 | 0.2 | i | i
Cc1ccc(SCCC(=O)N/N=C/c2cccnc2)cc1
    i | / | i | i | 28.0 | i | 6.0 | 1.6 | -0.7 | i | i
COc1cc(C(=O)Nc2ccc(NC(=O)C(C)C)nc2)cc(OC)c1OC
    i | -5.3 | i | i | -6.6 | i | / | / | 1.5 | i | i
COc1ccc(CCNC(=O)CSc2c[nH]c3ccccc23)cc1OC
    i | -3.4 | i | i | -10.3 | i | -1.5 | -3.9 | -0.1 | i | i
Cc1ccc(C(=O)N(CC(C)C)c2c(N)n(Cc3ccccc3)c(=O)[nH]c2=O)o1
    i | -7.7 | i | i | 7.3 | i | / | / | 4.5 | i | i
Cc1ccc(NS(=O)(=O)c2ccc(Br)cc2)nc1
    i | -7.9 | i | i | 14.1 | i | 2.6 | -15.5 | 0.2 | i | i
COCCn1ccc2c(OCC(=O)Nc3ccccc3OC)cccc2c1=O
    i | 17.0 | i | i | 21.7 | i | / | / | -0.3 | i | i
CCC(CC)C(=O)Nc1nnc(CCc2ccccc2)s1
    i | -5.5 | i | i | -1.6 | i | -5.0 | -26.5 | -1.2 | i | i
Cc1ccc(C2CC(c3ccccc3)=NN2C(=O)CSc2nnc(-c3ccc(Cl)cc3)o2)o1 (stereo unspecified)
    i | 13.5 | i | i | -11.8 | i | 1.9 | 10.1 | -0.1 | i | i

Reprinted at random: six compounds from above.
Results follow in this order: TRPC6 inh | SKKanGAS inh | TRPC4 PAM | TRPC6 act | aSyn UTR inh | TRPC4 inh | IEC-6 tox | KLF5 inhibitor | HIF activator | TRPC4 agonist | MrgX1 antagonist
Cc1ccc(SCCC(=O)N/N=C/c2cccnc2)cc1
    i | / | i | i | 28.0 | i | 6.0 | 1.6 | -0.7 | i | i
Cc1ccc(C(=O)N(CC(C)C)c2c(N)n(Cc3ccccc3)c(=O)[nH]c2=O)o1
    i | -7.7 | i | i | 7.3 | i | / | / | 4.5 | i | i
CCCCN(CCCC)S(=O)(=O)c1ccc(SCC(=O)OCC)c([N+](=O)[O-])c1
    i | 15.7 | i | i | -14.5 | i | -2.3 | -39.0 | 0.2 | i | i
COCCn1ccc2c(OCC(=O)Nc3ccccc3OC)cccc2c1=O
    i | 17.0 | i | i | 21.7 | i | / | / | -0.3 | i | i
COc1cc(C(=O)Nc2ccc(NC(=O)C(C)C)nc2)cc(OC)c1OC
    i | -5.3 | i | i | -6.6 | i | / | / | 1.5 | i | i
O=C(CN1C2CCC1CC(NC(=O)NC1CCCCC1)C2)NC1CC1 (stereo unspecified)
    i | 5.9 | i | i | 12.6 | i | 4.7 | -15.4 | 0.4 | i | -5.54*

Next section
Results follow in this order: TRPC6 inh | SKKanGAS inh | TRPC4 PAM | TRPC6 act | aSyn UTR inh | TRPC4 inh | IEC-6 tox | KLF5 inhibitor | HIF activator | TRPC4 agonist | MrgX1 antagonist
O=C(c1ccc(F)cc1)C1CCN(C(=O)c2ccccc2)CC1
    i | -5.6 | i | i | 11.0 | i | -11.2 | -32.7 | 0.4 | i | i
NC(=O)NC(=O)COC(=O)CNS(=O)(=O)c1ccc(F)c(F)c1F
    i | -8.4 | i | i | 2.7 | i | 2.0 | -27.0 | -0.8 | i | i
Cc1nc(N/N=C/c2ccc(O)cc2O)cc(N2CCOCC2)n1
    i | -5.1 | i | i | 48.7 | i | -4.8 | 6.3 | -0.1 | i | i
CCc1ccc(S(=O)(=O)NC(CC(=O)O)c2ccccc2)cc1 (stereo unspecified)
    i | -4.1 | i | i | 13.1 | i | 4.3 | -24.0 | -0.1 | i | i
O=C(N/N=C/c1ccccc1)c1cc(-c2ccc3c(c2)OCO3)n[nH]1
    i | -6.3 | i | i | -17.0 | i | -4.5 | -62.6 | 0.7 | i | i
CC(CCc1ccccc1)NC(=O)c1ccccc1C(=O)O (stereo unspecified)
    i | -4.9 | i | i | -2.7 | i | -6.5 | -30.2 | 1.2 | i | i
CCn1ncc(/C=C/C(=O)Nc2c(C)nn(Cc3ccc(Cl)cc3Cl)c2C)c1C
    i | 1.7 | i | i | 19.7 | i | 3.3 | -31.4 | -0.7 | i | i
Cc1c(C(=O)N2CCOCC2)sc(NC(=O)c2ccc([N+](=O)[O-])cc2)c1C#N
    i | -0.8 | i | i | 11.5 | i | -2.6 | -39.9 | 0.0 | i | i
CCOc1ccc(S(=O)(=O)NCCC(=O)NCc2ccncc2)cc1
    i | -15.3 | i | i | -5.1 | i | / | / | 0.0 | i | i
CCCOC(=O)CCc1n[nH]c(=O)[nH]c1=O
    i | 2.8 | i | i | 7.1 | i | -3.5 | -19.4 | -0.1 | i | i
COc1cc(NC(=S)NCCc2ccc(S(N)(=O)=O)cc2)c(OC)cc1Cl
    i | -8.1 | i | i | -9.2 | i | 4.8 | -32.4 | 0.5 | i | i
COc1cc(/C=N/NC(=O)c2ccncc2)ccc1OC(=O)c1ccccc1Cl
    i | -5.1 | i | i | -7.8 | i | -3.5 | -7.1 | -0.2 | i | i
Cc1cccc(C)c1NC(=O)CN(c1ccccn1)S(=O)(=O)c1ccc(F)cc1
    i | 4.9 | i | i | 8.4 | i | 1.7 | -5.9 | 0.1 | i | i
COc1ccccc1-c1c(C)oc2c(CN3CCCC(C)C3)c(O)ccc2c1=O (stereo unspecified)
    i | -4.3 | i | i | 1.4 | i | -6.7 | -32.4 | 0.7 | i | /
Cc1c(C=Nc2ccc(S(=O)(=O)CCO)cc2)c(O)[nH]c(=O)c1C#N
    i | 1.8 | i | i | 3.0 | i | / | / | -0.5 | i | i
CCC1=C(OC(=O)N(CC)CC)N2C(=O)OC(=NCc3ccccc3)[C@]2(C)[C@H]2C1=CC[C@H]1C(=O)N(CC)C(=O)[C@H]12
    i | 4.9 | i | i | -19.3 | i | / | / | -0.4 | i | i
S=C(N/N=C/c1ccc2ncccc2c1)Nc1ccccc1
    i | 3.5 | i | i | 108.0* | i | 2.5 | -37.7 | -4.8 | i | i
COc1ccc(Cc2nnc(SCC(=O)Nc3ccc(N4CCOCC4)cc3)n2C)cc1
    i | -7.4 | i | i | -24.1 | i | -6.9 | -9.6 | 0.4 | i | i
NC(=O)C1(N2CCCCC2)CCN(C(=O)c2cccn3c(=O)c4cc(Cl)ccc4nc23)CC1
    i | -6.2 | i | i | -16.6 | i | 8.4 | -0.7 | -0.2 | i | i
S=C(Nc1ccc(Nc2ccccc2)cc1)N1CCN(c2ncccn2)CC1
    i | -1.3 | i | i | 0.2 | i | 3.9 | -14.2 | -0.4 | i | i
NS(=O)(=O)c1ccc(NC(=S)N2CCN(c3ccccc3)CC2)cc1
    i | -12.8 | i | i | -8.0 | i | -5.4 | -9.0 | -0.2 | i | i
O=S(=O)(c1ccccc1C(F)(F)F)N1CCN(S(=O)(=O)c2ccccc2C(F)(F)F)CC1
    i | 3.4 | i | i | / | i | 1.3 | -37.2 | / | i | i
O=C(Nc1nc(-c2ccccc2)cs1)c1ccc(S(=O)(=O)N2CCc3ccccc32)cc1
    i | 5.7 | i | i | -6.3 | i | 0.8 | -21.3 | -0.4 | i | i
Cc1c(Cc2ccc3c(c2)OCO3)sc(NC(=O)c2ccc3ccccc3c2)c1C(N)=O
    i | 5.0 | i | i | -80.1 | i | -0.5 | -11.3 | -0.6 | i | i
Cc1cc(=O)n2nc(N3CCC(C(=O)Nc4c(F)c(F)c(F)c(F)c4F)CC3)sc2n1
    i | 10.2 | i | i | 15.7 | i | -2.9 | 13.4 | -0.1 | i | i
Cc1ccccc1C(=O)c1cccn1CC(=O)NCC1CCCO1 (stereo unspecified)
    i | 4.6 | i | i | 17.3 | i | 6.0 | 7.0 | -0.3 | i | i
Cc1ccc(S(=O)(=O)N2CCN(Cc3nc4sc(C)c(C)c4c(=O)[nH]3)CC2)cc1
    i | 1.3 | i | i | 19.2 | i | 2.6 | 12.0 | 0.0 | i | i
Cc1cc(C)nc(SCCN2CCCCC2)n1
    i | 4.4 | i | i | -2.2 | i | / | / | 0.8 | i | i
